Screening data (PubChem)
p53ts 32C kill – qHTS Screen for Compounds that Selectively Target Cancer Cells with p53 Mutations: Cytotoxicity of p53ts Cells at the Permissive Temperature | Potency, µM (series often up to 46.1 µM), for inactives: top-dose activity change, negative = cytotoxicity, actives largely listed as cytotoxic | AID 924, 2007 | hit rate 0.93% among 130,000 | H1299-p53A138V at 32C, ATP luminescence viability, 24 h;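 also: 0% = DMSO and -100% = full killing by reference compound; nearly all actives have a fitted effect of over 55% in size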
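ATP-content luminescence (ATPlite) read-out after 24 h compound exposure at 32C in H1299-p53A138V cells (600/well). Tested up to 46 uM. Normalized to DMSO (0%) and 100 uM tamoxifen (100% killing); Hill-fit AC50.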
IkB signaling – IkB Signaling; ABC-DLBCL IkBa-CBG/CBR dual luciferase ratio, 4 h; response scale: scaled: untreated 0%, proteasome inhibitor 100%; Potency, µM (top dose mostly 57.1 µM), without a hit: at the highest dose IkBa stabilization activation; hit rate 0.04% among 110,000; active = well fitted curve in the direction sought with a large enough effect in the signal ratio, not every such curve was filed as active; inconclusive = small, poorly fitted or top-dose-only effect, or a change in a side signal; the % refers to the signal ratio;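 also: the direction sought is a rising ratio; 0% = basal untreated cells and 100% = reference inhibitor full response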
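Curves were fitted separately to fusion (green), unfused (red) and ratio luminescence, then classed by r2, magnitude and activity. Cells: OCI-Ly3, 4 h compound plus doxycycline at 37C; 10 uM MG-132 defined full response.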
p53ts 39C kill – qHTS Screen for Compounds that Selectively Target Cancer Cells with p53 Mutations: Cytotoxicity of p53ts Cells at the Nonpermissive Temperature. H1299-p53A138V viability at 39C, ATP luminescence, 24 h. Potency, µM (titrated, usually from 46.1 µM), without a hit: at the top dose activity change, negative = cell killing, actives largely listed as cytotoxic. hit rate 1.5% among 130,000; also: nearly all actives have a fitted effect of over 55% in size
Peg3 imprint – qHTS Assay for Compounds that Induce Erasure of Genomic Imprints | Potency, µM (titrated, usually from 60.7 µM), inactives show top-dose activity change, positive = activation, actives largely listed as activators | AID 1948, 2009 | mouse ES Peg3-LacZ reporter, beta-gal luminescence, 40 h | hit rate 0.02% among 110,000;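 also: 0% = negative control wells on the plate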
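Each well holds 300 Peg3LacZ-Neo (maternal) female ES cells incubated 40 h at 37C, 5% CO2. LacZ is measured by BetaGlo luminescence, with AC50 and maximum efficacy derived from dose-response curves.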
Active calls of the source: *; ? = inconclusive; / = not tested or not shown; [ ] = dose if it differs, or a comment. Unless noted, calls follow the shape of the dose curve; as a rule, active = well fitted curve in the direction sought with a large enough effect; inconclusive = small, poorly fitted or top-dose-only effect, or another doubt; inactive = no such curve, though single readings can be large; an effect the other way counts as inactive or inconclusive. Unless noted, % is scaled to controls: 0 for no effect and ±100 for the full control effect; potency is read from the fitted curve at half-maximal effect.

SMILES | p53ts 32C kill | IkB signaling | p53ts 39C kill | Peg3 imprint
CCOC(=O)Cn1c(=O)n(CC2CCCO2)c2nc(-c3ccc(OC)cc3OC)nc(C(N)=O)c21 (stereo not drawn) | -1% | 1.8% | -1% | -6%[10.9 µM]
Cc1nc(C)c(C(=O)C2=C(O)C(=O)N(CCCN(C)C)C2c2ccco2)s1 (stereo not drawn) | 1% | 0.3% | -16% | -9%
O=c1[nH]c2ccccc2cc1-c1noc(-c2cccnc2)n1 | -10% | 1.4% | 2% | -3%
COc1ccc2c(c1)c1c(c(=O)n(Cc3ccccc3)c(=O)n1Cc1cc(C)ccc1C)n2C | 1% | -1.8% | -1% | 17%[10.9 µM]
O=C(CCc1nc2ccccc2c(=O)[nH]1)OCc1nnc(-c2ccccc2)o1 | -4% | -0.2% | -5% | 5%
CC1(C)N([O-])C(c2ccccc2)=C[N+](=O)C1(C)C | -2% | -0.2% | -7% | 6%
COc1cc(OC)c(NC(=O)Cn2cccc2)cc1Cl | -9% | -1.9% | 14% | 4%
COc1cc2c(cc1OC)C1(NCC2)C(=O)Nc2ccccc21 (stereo not drawn) | 4% | 0.8% | 8% | -10%
Nn1c(SCC(=O)Nc2ccc(F)c(F)c2)nnc1C1CCCCC1 | 0% | ? | -7% | 1%
CCCOc1ccc(C(=O)N(Cc2ccc(Cl)cc2)Cc2ccco2)cc1 | 26% | ? | -13% | -11%[10.9 µM]
COCCOC(=O)C1=C(C)NC2=C(C(=O)CC(C)(C)C2)C1c1cc2c(cc1Br)OCO2 (stereo not drawn) | 15% | 2.7% | 4% | -2%
Cc1sc2ncnc(NCCCO)c2c1C | 3% | -2.1% | 7% | -14%
CCOc1ccc(C(=S)N2CCOCC2)cc1OC | 14% | / | 5% | /
Cc1ccc(-n2ncc3c(N4CCCCC4)ncnc32)cc1Cl | ? | ? | ? | -47%[inhibitor][10.9 µM]
Cc1ccccc1CN1C(=O)C(O)(c2c[nH]c3ccccc23)c2cc(Cl)ccc21 (stereo not drawn) | ? | ? | ? | -5%[10.9 µM]
CN(C)S(=O)(=O)c1ccc(C(=O)Nc2ccc(-n3nncc3-c3ccccc3)cc2)cc1 | 11% | ? | -16% | -12%[10.9 µM]
COc1ccc(CNC(=O)CCNS(=O)(=O)c2cccc3nsnc23)cc1 | 7% | ? | 12% | 2%[10.9 µM]
CCOc1ccc(-n2ccnc2SCC(=O)Nc2nc3ccc(C)cc3s2)cc1 | 3% | 1.6% | -18% | -13%[10.9 µM]
O=C1CC(C(F)(F)C(F)(F)C(F)(F)F)=Nc2ccccc2N1 | -2% | / | 26% | /
O=C(OCC1CCCO1)c1ccc2c(c1)N(Cc1ccccc1Cl)C(=O)c1ccccc1S2(=O)=O (stereo not drawn) | 7% | ? | -11% | 6%[10.9 µM]
Cc1ccc(-n2nc(C)c3c(C)c(CCC(=O)NCc4ccco4)c(C)nc32)cc1 | -13% | 3.1% | -18% | -17%
Cc1cc(C)cc(N2C(=O)CSC23C(=O)N(CC(=O)NCCc2ccccc2)c2ccccc23)c1 (stereo not drawn) | 2% | ? | 0% | -11%[10.9 µM]
O=C(NCc1ccc2c(c1)OCO2)C1CCC(CNc2c(N3CCCC3)c(=O)c2=O)CC1 (stereo not drawn) | 6% | -1.3% | 10% | -6%
Cc1ccc(Nc2nc3c(s2)CCC3)c(C)c1 | 1% | / | 18% | /
Cc1ccc(-n2nc(C)c3c2OC(N)=C(C#N)C3c2ccncc2)cc1 (stereo not drawn) | -11% | -7.8% | -6% | /
Cc1nnc(C)n1/N=C/c1ccc2c(c1)OCCO2 | 9% | 0.5% | -6% | -11%
CCOC(=O)C1CCN(S(=O)(=O)c2ccc3c(c2)CCCN3C(C)=O)CC1 | -13% | 0.3% | -14% | -12%
CN(C)CCNC(=O)Cn1ccc2cc(S(=O)(=O)N3CCCCCC3)ccc21 | 3% | ? | -18% | 6%[10.9 µM]
Oc1ccc(Br)cc1-c1cc(-c2ccccc2)n[nH]1 | 3% | / | ? | /
O=C(COc1ccc(Cl)cc1)N1CCN(C(=O)c2cccc(F)c2)CC1 | 7% | 0.6% | 17% | -25%
Cc1cccc(COc2ccc(-c3cc(C(F)(F)F)n4nc(C)cc4n3)cc2)c1 | -10% | -3.5% | -2% | 8%[10.9 µM]
O=C(NCC1CCCO1)C1CCC(=O)N1CCc1ccccc1 (stereo not drawn) | -4% | 0.4% | -2% | 3%
CCCN(CCO)Cc1ccc(Cl)c(Cl)c1 | -15% | -0.3% | 7% | -6%
N#CC1=C(N)SC2(CCCCC2)SC1c1ccccc1 (stereo not drawn) | 8% | 1.8% | 7% | 1%
Cc1cccc(NC(=O)CSc2cn(CC(=O)N3CCC(C)CC3)c3ccccc23)c1C | -4% | 0.5% | -5% | -18%[10.9 µM]
CCOC(=O)c1ccc(Nc2nc(C)cc(C)n2)cc1 | -2% | -3.6% | 3% | 6%[10.9 µM]
CCN(CC)C(=O)Cn1cnc2ccccc2c1=O | 4% | -2.2% | -8% | -5%
CC(C)N1CCc2c(sc(NC(=O)c3ccc(S(=O)(=O)N4CCOCC4)cc3)c2C#N)C1 | 6% | -1.4% | 0% | -11%
O=C(C1CCN(C2CC(=O)N(Cc3ccccc3)C2=O)CC1)N1CCCCCC1 (stereo not drawn) | 3% | -0.8% | 8% | -10%
Cc1ccc(CCNC(=O)CN(c2ccc(C)cc2)S(=O)(=O)N(C)C)cc1 | 3% | ? | 11% | -11%[10.9 µM]
O=C(NC(=O)c1ccc(Cl)cc1)Nc1cc(N2CCCCC2)ncn1 | 5% | -3.5% | 10% | -17%
O=C(Nc1nc(-c2ccccc2)ns1)c1cccs1 | 0% | -4.1% | 9% | -2%
Cc1ccc(NC(=O)Cn2cnc3sc(C)c(S(=O)(=O)N4CCN(c5ncccn5)CC4)c3c2=O)cc1F | 3% | 0.7% | -1% | -17%[10.9 µM]
CC(=O)N(Cc1cc2c(C)cc(C)cc2[nH]c1=O)C1CCCCC1 | 1% | -0.5% | 2% | /
CCCCOC(=O)c1c(C)oc2ccc(NS(=O)(=O)c3ccc(F)cc3C)cc12 | ? | ? | ? | -9%[10.9 µM]
CN(C)CCCNc1ncnc2nc[nH]c12 | 9%[9.22 µM] | -0.7%[11.4 µM] | 0%[9.22 µM] | -2%[10.9 µM]
Cc1ccc(O)c(NC(=O)c2ccco2)c1 | -13% | 2.7% | ? | -75%[inhibitor]
COC(=O)C(NC(=O)C(C)Oc1ccccc1)C(C)C (stereo not drawn) | 1% | -0.4% | 13% | -16%
COC(=O)Oc1c(Br)c(=O)oc2ccccc12 | 2% | ? | 7% | -14%
COc1ccccc1CNC(=O)CN(C)CC(=O)Nc1cccc(F)c1 | -19% | 0.4% | -7% | -15%
CC(=O)c1ccc(N2CCN(c3nc4c(S(=O)(=O)c5ccccc5)nnn4c4ccc(Cl)cc34)CC2)cc1 | -5% | 0.7% | -17% | -11%[10.9 µM]
CCC(=O)Nc1sc2c(c1C(=O)Nc1cccc(C)c1)CCCC2 | 0% | 3.4% | 5% | -10%[10.9 µM]
Nc1cccc(NC(=O)c2cccs2)c1 | -7% | 6.2% | 2% | -39%[inhibitor]
Cc1ccc(-n2nc3c(c2NC(=O)c2ccc4c(c2)OCO4)CSC3)c(C)c1 | 0% | 2.6% | 0% | -6%
CCN1c2ccccc2-c2nc(SCC(=O)NCc3ccc(Cl)cc3)ncc2S1(=O)=O | -12% | 1.3% | -15% | 7%[10.9 µM]
COc1ccc(N2CCN(C(=O)CCn3c(=O)[nH]c4cc(OC)c(OC)cc4c3=O)CC2)cc1 | 5% | ? | 41%[activator] | -7%[10.9 µM]
CCCCOc1cccc(C(=O)N(Cc2sccc2C)C2CCS(=O)(=O)C2)c1 (stereo not drawn) | 25% | ? | -2% | -7%[10.9 µM]
CC(C)C(NC(=O)c1ccc(Cl)cc1)C(=O)NC1=NCCS1 (stereo not drawn) | -1% | 2.0% | 6% | -3%
O=C(OCC(=O)N1CCN(C(=O)c2ccco2)CC1)c1cc(-c2ccc(F)cc2)nc2ccccc12 | -23% | ? | ? | -29%
COc1ccccc1C1C=C(c2ccc(Cl)cc2)Nc2nc(N3C(=O)CCC3=O)nn21 (stereo not drawn) | -4% | -1.7% | -12% | -5%

2 entries from above, with values under each structure:
Screens in order – p53ts 32C kill | IkB signaling | p53ts 39C kill | Peg3 imprint
CC(=O)c1ccc(N2CCN(c3nc4c(S(=O)(=O)c5ccccc5)nnn4c4ccc(Cl)cc34)CC2)cc1
  -5% | 0.7% | -17% | -11%[10.9 µM]
CCC(=O)Nc1sc2c(c1C(=O)Nc1cccc(C)c1)CCCC2
  0% | 3.4% | 5% | -10%[10.9 µM]

Single records, from the list above. Order of screens: p53ts 32C kill | IkB signaling | p53ts 39C kill | Peg3 imprint
O=C(OCC(=O)N1CCN(C(=O)c2ccco2)CC1)c1cc(-c2ccc(F)cc2)nc2ccccc12 is listed as -23% | ? | ? | -29%
CN(C)CCCNc1ncnc2nc[nH]c12 is listed as 9%[9.22 µM] | -0.7%[11.4 µM] | 0%[9.22 µM] | -2%[10.9 µM]
Cc1ccc(-n2nc3c(c2NC(=O)c2ccc4c(c2)OCO4)CSC3)c(C)c1 is listed as 0% | 2.6% | 0% | -6%

A few values from the list.
CC(=O)c1ccc(N2CCN(c3nc4c(S(=O)(=O)c5ccccc5)nnn4c4ccc(Cl)cc34)CC2)cc1 in Peg3 imprint = -11%[10.9 µM]
Cc1ccc(-n2nc3c(c2NC(=O)c2ccc4c(c2)OCO4)CSC3)c(C)c1 in Peg3 imprint = -6%

(continued)
SMILES | p53ts 32C kill | IkB signaling | p53ts 39C kill | Peg3 imprint
Cc1nnc(NCCc2ccccc2)n(N)c1=O | -4% | -2.0% | 6% | 5%
Cn1c(CN2CCCCC2)nc2cc(NC(=O)c3ccc(Cl)cc3)ccc21 | -13% | ? | -4% | 12%[10.9 µM]
Cc1ccc(N2CCN(C(=O)c3nn(C)c4c3CS(=O)(=O)c3ccccc3-4)CC2)c(C)c1 | -9% | 0.2% | -21% | 21%[10.9 µM]
CCOC(=O)c1c(C)[nH]c(C)c1C(=O)CSc1nc(N)cc(N)n1 | 4% | 0.0% | -4% | -5%
COc1ccc(Cn2c(C(=O)O)c(CNCc3ccco3)c3ccc(C)cc32)cc1 | 1% | ? | ? | -3%[10.9 µM]
COCCn1c(C)cc(O)c(C(c2ccc(F)cc2)N2CCC(C)CC2)c1=O (stereo not drawn) | 9% | 0.4% | 1% | 6%[10.9 µM]
C#CC(C)(C)NS(=O)(=O)c1cc(-c2nnc(Nc3ccc(C)cc3)c3ccccc23)ccc1C | 16% | -0.3% | 13% | -10%[10.9 µM]
Cc1c(N/C=C/C(=O)c2cccs2)c(=O)n(-c2ccccc2)n1C | -10% | 0.9% | 3% | -8%
CCCOc1ccc(-c2nc(N)n[nH]2)cc1 | ? | -1.2% | ? | -15%
CCOC(=O)c1c(CN2CCN(C)CC2)oc2ccc(OC)cc12 | 13% | 0.6% | 6% | -13%
Cc1ccc2nc(NC(=O)CSc3cc(C)[nH]c(=O)n3)sc2c1 | 9% | ? | -10% | -13%[10.9 µM]
N#Cc1cccc(NC(=O)N2CCC3(CC2)CCN(C(=O)c2cccc(F)c2)CC3)c1 | -2% | 1.0%[11.4 µM] | -4% | /
Cc1cccc(C(=O)O/N=C2/CC3CCC2(C)C3(C)C)c1 (stereo not drawn) | -1% | / | 26% | /
N#C/C(=C1\CCCN1)c1nc(-c2ccccc2)cs1 | -14% | 0.1% | -22% | -22%
CC(=O)NCCOc1cccc2ccccc12 | 3% | 1.8% | -5% | 0%
Cc1noc(C)c1S(=O)(=O)N(CC(=O)NCc1ccccc1Cl)c1ccc(C(C)C)cc1 | 0% | ? | 11% | 24%[10.9 µM]
Cn1cc(-c2nc3cnc(N4CCNCC4)nc3n(C3CC3)c2=O)c2ccccc21 | ? | -4.1%[11.4 µM] | ? | -58%[inhibitor]
CN1C(=O)CC(C(=O)O)SC1=Nc1ccc(F)cc1 (stereo not drawn) | 6% | / | 16% | /
Cc1cccn2c(=O)c3cc(C#N)c(=NC(=O)c4ccc5c(c4)OCO5)n(CC(C)C)c3nc12 | -2% | -0.5% | -3% | 9%
